EWS-Fli inh: EWS/Fli-driven NR0B1 reporter inhibitors, primary screen, A673 cells, NR0B1 luciferase, luminescence, MLPCN library; viability-normalised; inhibition, % at 12.6 µM; 350,000 tested, 0.67% active;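 active means mean inhibition of at least 50% after viability correction, with every replicate also passing that limit; inconclusive means mean reaches 50% but only one of two replicates passes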;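 further: firefly luciferase signal divided by Alamar Blue viability fluorescence both relative to DMSO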
CASP6 VEID inh: human caspase-6 inhibitors, primary screen, biochemical, VEID-R110 fluorescence, single point, set 2. P55212. inhibition, % at 12.5 µM. 350,000 tested, 0.53% active. purified caspase-6, Z-VEID-R110 cleavage fluorescence. AID 686996, 2013;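 active means mean inhibition across replicates at least about 35%, with every replicate also reaching that limit, limit read from the data; inconclusive means only one of the two criteria met; inactive means neither criterion met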;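 further: 0% = median of neutral control wells and 100% = no fluorescence left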
Target sequence (P55212 24-179 limits assumed): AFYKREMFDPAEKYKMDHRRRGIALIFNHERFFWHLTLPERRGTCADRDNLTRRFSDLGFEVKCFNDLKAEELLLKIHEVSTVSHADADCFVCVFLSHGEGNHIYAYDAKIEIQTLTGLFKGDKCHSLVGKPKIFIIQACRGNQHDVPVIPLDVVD
Target sequence (P55212 194-293 limits assumed): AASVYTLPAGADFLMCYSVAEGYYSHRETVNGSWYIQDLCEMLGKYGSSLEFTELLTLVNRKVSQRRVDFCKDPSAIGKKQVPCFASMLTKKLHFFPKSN
ARNT TACC3 PPI: disruptors of ARNT/TACC3 protein interaction, primary screen, biochemical, AlphaScreen, single concentration; Transforming acidic coiled-coil-containing protein 3 (Homo sapiens), Q9Y6A5; AlphaScreen His-ARNT PAS-B/GST-TACC3 binding, luminescence; TACC3 fragment carries E629A point mutation; inhibition, % at 9.99 µM; 390,000 tested, 0.66% active; AID 623870, 2012;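 active means mean inhibition of replicates at least 50% and at least half of replicates each reaching 50%; inconclusive means half or more replicates reach 50% but mean below 50%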;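 further: 0% = complete ARNT plus TACC3 wells and 100% = ARNT alone without TACC3; many hits fall short of the cut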
DENV2 CPE rescue: inhibitors of DENV2 cytopathic effect, primary screen, cell-based, plate reader, single concentration | DENV2-infected cells, cytopathic effect rescue | CPE inhibition, % at 9.99 µM | 350,000 tested, 1.7% active | AID 651640, 2012; in the data active means CPE inhibition above about 20%, passing the limit was not always enough; inconclusive means no clear call, values can overlap the other calls; tested in BHK-21 cells;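 further: 0% = median of neutral control wells and 100% = median of positive control wells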
PAX8 reporter: inhibitors of PAX8-driven TPO luciferase reporter, primary screen, RMG-I cells, single concentration. SteadyGlo, 24 h. 360,000 tested, 1.2% active. inhibition, % at 12.6 µM. AID 652154, 2013;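 active means mean replicate inhibition at least 60% with every replicate also reaching 60%; inconclusive means only one of the two criteria is met; inactive means mean below 60% and not all replicates reaching 60%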;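 further: luciferase light reporting Pax8 driven TPO promoter activity; plate controls were median of neutral control wells for no effect and mitoxantrone controls for full effect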
SIRT5 inh: SIRT5 desuccinylase inhibitors, primary screen, biochemical, fluorescence imaging, single point, set 5 | Purified SirT5, succinyl-peptide AMC, trypsin-coupled fluorescence | inhibition, % at 15 µM | 330,000 tested, 1.1% active | AID 652115, 2013; in the data active means inhibition above about 15%; inconclusive means no clear call, values can overlap the other calls
Target sequence (Q9NXA8 whole entry, looked up): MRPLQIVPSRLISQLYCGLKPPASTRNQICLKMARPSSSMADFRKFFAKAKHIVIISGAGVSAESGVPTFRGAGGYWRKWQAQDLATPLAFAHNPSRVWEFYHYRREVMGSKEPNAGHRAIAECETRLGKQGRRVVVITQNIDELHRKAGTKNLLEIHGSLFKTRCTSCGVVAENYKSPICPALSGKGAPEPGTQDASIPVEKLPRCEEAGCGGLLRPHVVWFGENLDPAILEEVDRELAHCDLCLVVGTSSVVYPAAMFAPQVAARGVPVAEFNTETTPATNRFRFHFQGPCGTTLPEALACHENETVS
LGR2 inh: inhibitors of bursicon-induced LGR2 CRE-luciferase signal, primary screen, cell-based, HEK293, CRE-luciferase reporter, bursicon stimulation; 380,000 tested, 0.35% active; Drosophila bursicon receptor LGR2 (rickets); inhibition, % at 9.99 µM; bursicon-stimulated, 4 h; AID 720647, 2013;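 active means drop in luminescence signal, shown as inhibition above about 50% in the replicate tests, limit read from the data, passing the limit was not always enough; inconclusive means probably only some replicates passing the limit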;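 further: agonist challenge used bursicon conditioned medium at about half maximal strength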
An asterisk follows results filed as active; ? = inconclusive; . = no result given; & = joins results of further samples.

SMILES	EWS-Fli inh	CASP6 VEID inh	ARNT TACC3 PPI	DENV2 CPE rescue	PAX8 reporter	SIRT5 inh	LGR2 inh
CNC[C@@H]1Oc2cc(-c3ccncc3)ccc2S(=O)(=O)N([C@H](C)CO)C[C@H]1C	2	-3	-2	-7	.	-8	-6
CN(C)c1ccc(/C=N/Nc2cccc(C(=O)O)c2)cc1	4	-1	-20	1	-22	-1	87*
CN(CC(=O)Nc1ccc(F)cc1)C(=O)Cn1cnc2ccc(Cl)cc2c1=O	-7	0	-9	3	14	-4	2
O=C(N[C@@H]1CC[C@@H](CCn2cc(-c3ccccn3)nn2)O[C@H]1CO)c1ccccc1	-3	-6	74*	-3	.	3	-20
COc1ccc(C(=O)Nc2c(N)nc[nH]c2=O)cc1	5	-4	20	4	3	2	12
CCCCC1Cc2[nH]c(=S)[nH]c(=O)c2C(c2cccc3ccccc23)O1 (stereo not given)	6	4	.	-6	5	1	-3
O=C(NCc1ccccn1)c1ccc2ccccc2n1	-23	2	6	10	-8	-6	-20
C=CCOc1ccc(CN(C)CC(=O)Nc2ccc3c(c2)CCC3)cc1	-2	-4	-8	.	6	.	-5
Cc1ccc(NC(=O)CSc2nc3ccccc3c(=O)n2CCCC(=O)NCC2CCCO2)cc1 (stereo not given)	.	-1	-1	4	-16	-3	8
C#CCOc1ccc(/C=C2/C(=O)NN(c3ccccc3)C2=O)cc1OC	12	-2	-1	-3	-28	98*	-2

Three of the entries above in order of their number in CASP6 VEID inh, largest number first.
SMILES	CASP6 VEID inh
O=C(NCc1ccccn1)c1ccc2ccccc2n1	2
Cc1ccc(NC(=O)CSc2nc3ccccc3c(=O)n2CCCC(=O)NCC2CCCO2)cc1 (stereo not given)	-1
CNC[C@@H]1Oc2cc(-c3ccncc3)ccc2S(=O)(=O)N([C@H](C)CO)C[C@H]1C	-3

Following part:
SMILES	EWS-Fli inh	CASP6 VEID inh	ARNT TACC3 PPI	DENV2 CPE rescue	PAX8 reporter	SIRT5 inh	LGR2 inh
Cc1nc(C(=O)NCCO)cc2c1[nH]c1ccccc12	-11	2	20	7	-24	-10	2
CC(C)Oc1cccc(C(=O)C2CCCN(C(=O)c3ccc4c(c3)OCO4)C2)c1 (stereo not given)	-3	1	1	0	14	1	11
CCCC#Cc1ccc([C@H]2[C@H](CO)N3C(=O)CN(C(=O)Cc4cccnc4)C[C@@H]23)cc1	0	-2	.	0	-45	-3	12
COc1ccc(CNC(=O)C2CCN(S(=O)(=O)c3ccc(N4CCCC4=O)cc3)CC2)cc1	1	0	.	2	-10	-1	6
COC(=O)c1c(C)oc(C)c1S(=O)(=O)NCc1cccs1	-5	0	0	4	-3	1	.
Cc1ccc(C(=O)COC(=O)CCNS(=O)(=O)c2ccccc2F)cc1	9	5	1	5	-2	-3	13
COc1cccc(C2NC(=O)N(CCCC(=O)O)C(C)=C2C(=O)OCc2ccccc2)c1 (stereo not given)	-2	2	.	-6	2	.	8
CSc1nnc(C2CCN(CC(=O)Nc3ccccc3N3CCOCC3)CC2)n1C(C)C	5	0	-1	5	10	0	4
Cc1ccc(S(=O)(=O)N(C)C[C@@H]2Oc3ccc(NC(=O)CCCN(C)C)cc3C(=O)N([C@@H](C)CO)C[C@H]2C)cc1	-12	2	-4	-5	-6	-1	12
Cc1c(C(=O)NCCCN2CCOCC2)sc2nc(-c3ccccc3)cn12	-8	-3	.	87*	-2	-2	-3
COC(=O)C[C@@H]1CC[C@H]2[C@@H](COC[C@H](O)CN2S(=O)(=O)c2cn(C)cn2)O1	-1	5	0	-6	-7	-3	0
COCCNC(=O)C[C@@H]1C[C@H]2c3cc(NS(C)(=O)=O)ccc3O[C@H]2[C@@H](CO)O1	-2	-1	1	-1	1	-3	1
CCCC(=O)N1CCC2(CC1)CN(C(=O)C1CCCCC1)[C@@H](CO)c1[nH]c3cc(OC)ccc3c12	-6	.	.	0	.	.	-3
COc1ccc(NC(=O)CN(C)C2CCCCC2)c([N+](=O)[O-])c1	8	0	9	-2	31	.	.
Cn1cc(Cl)c(C(=O)Nc2nc3ccc([N+](=O)[O-])cc3s2)n1	-4	-7	.	0	-9	-1	-3
COc1cccc(CNC(=O)C[C@H]2C=C[C@@H](NC(C)=O)[C@@H](CO)O2)c1	8	1	2	3	1	-4	-3
O=C(CSc1ccc(F)cc1)N1CCOCC1	-14	0	-13	19	-5	-5	-23
C[C@@H]1CN([C@@H](C)CO)C(=O)CCCn2cc(nn2)CO[C@H]1CN(C)S(=O)(=O)c1ccc(-n2cccn2)cc1	-3&-2	-1&1	.	?	-5	2&0	-6&-3
CCn1c(SCC(=O)NC2CCCCC2)nnc1-c1cccnc1	.	-3	0	8	-1	2	0
CNC(=O)C[C@H]1CC[C@H]2[C@@H](COc3ccc(NC(=O)c4cnccn4)cc3C(=O)N2C)O1	-16	.	2	-1	-10	.	7
O=C(NCCc1ccccc1)C(=O)NCC1OCCN1S(=O)(=O)c1ccc([N+](=O)[O-])cc1 (stereo not given)	-2	2	-2	10	33	-3	4
CC(C)Cn1nc(-c2ccccc2)c2ccccc2c1=O	8	-3	-10	0	6	-2	-7
S=C(Nc1ccccc1)N1CCN(c2ccc(N3CCOCC3)nn2)CC1	0	0	-5	0	2	-6	-1
CCOC(=O)c1c(/N=C/c2cccc([N+](=O)[O-])c2O)sc(C)c1C	.	2	6	7	-1	.	-5
Cc1ccc(N2C(=O)[C@@H]3C(C(=O)CN4C(=O)c5ccccc5C4=O)=NN[C@@H]3C2=O)c(C)c1	-1	10	.	3	1	-3	4
Cc1cc(=O)oc2cc(O)c(N=Nc3ccccc3)cc12	-8	-5	0	0	27	-3	-21
CCCCNC(=O)C(=O)Nc1ccc2c(c1)N(S(=O)(=O)c1cccs1)CCC2	20	3	.	9	20	1	-29
Cc1nn(-c2ccccc2)nc1CNS(C)(=O)=O	3	4	-3	-2	11	1	6
Cc1ccccc1CS(=O)(=O)c1ccc(C(=O)N2CCC(C)CC2)cc1[N+](=O)[O-]	-3	3	5	1	-9	.	4
COc1ccc([N+](=O)[O-])cc1NC(=O)c1ccc(N(Cc2ccccc2Cl)S(C)(=O)=O)cc1	.	.	-16	.	36	.	8
O=C(C[C@H]1C=C[C@H](NC(=O)C2CCOCC2)[C@@H](CO)O1)Nc1ccccc1	16	2	.	9	.	-3	1
O=C(Nc1ccc(F)cc1)N1CC(=O)N2[C@H](CO)[C@@H](c3ccc(C#Cc4cccnc4)cc3)[C@H]2C1	-7	3	.	-8	.	1	18
O=C(Nc1ccccc1F)N[C@H]1CC[C@H](CCNS(=O)(=O)c2ccccc2)O[C@H]1CO	4	0	-16	-8	0	1	9
CCNc1nc(NC(C)C)nc(SCCOC(=O)c2ccccc2)n1	-13	-7	-5	-16	-6	2	16
COc1ccc(S(=O)(=O)Nc2ccc3c(c2)C(=O)N([C@H](C)CO)C[C@@H](C)[C@@H](CN(C)Cc2ccccc2)OCCCC[C@H](C)O3)cc1	32	.	-1	8	24	.	-6
Cc1ccc(CC(=O)NC2CCCc3ccccc32)cc1C (stereo not given)	0	2	4	0	-13	0	12
CC(=O)Nc1ccc(S(=O)(=O)N2CCc3ccccc3C2CC(=O)O)cc1 (stereo not given)	2	3	1	11	-2	.	-6
CCOc1ccc(S(=O)(=O)Nc2nc3ccccc3nc2-n2ccc(=NC(=O)c3cccs3)cc2)cc1	9	-2	8	1	16	-3	11
C[C@H](CO)N1C[C@H](C)[C@H](CN(C)C(=O)Nc2ccccc2)OCc2ccccc2-c2c(n(C)c3ccccc23)C1=O	9	1	-6	-12	.	-1	-15
CCc1ccc(C2c3[nH]c4ccccc4c3CCN2C(=O)c2cc(C)nn2C)cc1 (stereo not given)	.	.	-1	.	44	.	28
COc1cc(OC)cc(C(=O)NNC(=O)c2cc(=O)[nH]c3ccccc23)c1	1	-4	-2	4	.	-3	5
CN(C)CCCN(C(=O)CCc1ccccc1)c1nc2ccc(Br)cc2s1	35	-3	11	9	11	4	6
O=C(C[C@H]1CC[C@H](NC(=O)Nc2cc(F)ccc2F)[C@@H](CO)O1)NCCCN1CCOCC1	-4	2	-12	-5	-4	-3	-20
CN(C)c1ccc(S(=O)(=O)N(C)C)cc1[N+](=O)[O-]	0	0	0	-5	-2	5	-9
CCCCn1c(N)c(N(CC(C)C)C(=O)c2cccc(S(=O)(=O)N(C)c3ccccc3)c2)c(=O)[nH]c1=O	0	3	4	5	12	1	4
Cc1cc(C)c(OCC(=O)N(C)CC(=O)Nc2ccc(N3CCOCC3)cc2)c(C)c1	3	4	19	-1	9	-1	-2
Cc1cc2ccccn2c1C(=O)c1ccc(F)cc1	-12	1	11	0	-9	-1	3
Cc1ccc2nc(-c3ccncc3)c(Nc3ccccc3)n2c1	11	-4	-6	-5	65*	3	1
O=C(COc1ccc(S(=O)(=O)N2CCCC2)cc1)N1CCN(c2ccccc2F)CC1	7	2	-3	4	0	-1	2
COc1ccc(NS(=O)(=O)c2cccc(C(=O)O)c2)cc1S(=O)(=O)N1CCCCC1	-13	33	29	8	-1	3	26

Following part.
SMILES	EWS-Fli inh	CASP6 VEID inh	ARNT TACC3 PPI	DENV2 CPE rescue	PAX8 reporter	SIRT5 inh	LGR2 inh
O=C(N/N=C/c1cn(-c2ccccc2)nc1-c1cccs1)c1ccc(Cl)cc1	.	.	-3	.	5	.	-22
COc1ccc(NC(=O)C2CCN(c3nc(-c4ccc(OC)cc4)no3)CC2)cc1	0	-2	-6	1	-78	0	-22
COc1ccc(CN2C[C@H](O)COC[C@@H]3O[C@H](CC(=O)N(C)C)CC[C@H]32)cc1	4	1	-1	-7	-15	2	1
COc1cc(-c2noc(C3CCCN(C(=O)c4c(F)cccc4F)C3)n2)cc(OC)c1OC (stereo not given)	4	2	-1	2	15	-3	4
O=C(Cc1cn(Cc2ccccc2)c2ccccc12)Nc1ccc(Nc2cccnc2)c(Br)c1	10	2	.	-7	2	.	15
COc1cccc2cc(C(=O)NCCN3CCOCC3)oc12	.	-1	2	-3	1	0	10
O=C(Cc1ccc(Cl)cc1)N/N=C/c1ccncc1	-2	2	1	-5	-3	3	-15
C[C@@H]1CN([C@@H](C)CO)C(=O)c2c(c3ccccc3n2C)-c2ccccc2CO[C@@H]1CN(C)Cc1cccc(O)c1	5	0	.	-3	12	23*	15
Cc1cc(OCC(=O)OCC(=O)N2CC(C)CC(C)C2)ccc1Cl (stereo not given)	-13	1	-1	-2	2	0	7
O=c1oc2ccccc2cc1-c1cn(-c2ccccc2)c(=S)[nH]1	68*	3	7	1	63*	-7	102*

Of the compounds above, 2 have a furan ring, fused or not:
SMILES	EWS-Fli inh	CASP6 VEID inh	ARNT TACC3 PPI	DENV2 CPE rescue	PAX8 reporter	SIRT5 inh	LGR2 inh
COC(=O)c1c(C)oc(C)c1S(=O)(=O)NCc1cccs1	-5	0	0	4	-3	1	.
COc1cccc2cc(C(=O)NCCN3CCOCC3)oc12	.	-1	2	-3	1	0	10

(list continues)
SMILES	EWS-Fli inh	CASP6 VEID inh	ARNT TACC3 PPI	DENV2 CPE rescue	PAX8 reporter	SIRT5 inh	LGR2 inh
CC(C)(C)[S@](=O)N1Cc2cc(C(=O)N3CCOCC3)nc(-c3cccc(-c4ccc(C#N)cc4)c3)c2[C@@H]1CCO	1	-1	-3	6	6	2	-17
CC1=C(C(=O)N(C(C)C)C(C)C)CC(CC(=O)NCc2cccs2)C(=O)N1Cc1ccc(C(C)(C)C)cc1 (stereo not given)	-5	-1	.	.	49	-2	.
O=C(COC(=O)c1nc(Cl)ccc1Cl)Nc1ccc(Cl)cc1	14	-4	0	3	14	0	5
CCN(C(=O)Cc1c(C(=O)O)n(CC)c2ccccc12)c1ccccc1C	14	-6	2	-3	31	1	-6
Cn1cccc1/C=C1\SC(=Nc2cccc(O)c2)NC1=O	-11	4	3	10	-111	1	-59
Cc1noc(C)c1NC(=O)Nc1ccc2c(c1)CC(=O)N([C@@H](C)CO)C[C@@H](C)[C@H](CN(C)Cc1ccc(C(=O)O)cc1)O2	-7	-1	-4	?	.	-3	2
